BLM inh = inhibitors of human Bloom syndrome helicase BLM. P54132. recombinant BLM DNA unwinding, fluorescence dequenching. Potency, µM (series often up to 56.1 µM), inactives show at the highest dose activity change, negative = inhibition, actives largely listed as inhibitors. 350,000 compounds, 0.2% hits. AID 2528;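 note: potency is the fitted concentration of half-maximal effect; plate controls were vehicle for no effect and no enzyme for full effect; nearly all actives have a fitted effect of over 35% in size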
APE1 inh = APE1 (human) endonuclease inhibition; P27695; recombinant APE1, TAMRA/BHQ-2 abasic DNA cleavage fluorescence; Potency, µM (doses to about 65.8 µM), for the others: top-dose activity change, negative = inhibition, hits mostly inhibitors; 350,000 compounds, 0.35% hits; AID 2517;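 note: potency is the fitted concentration of half-maximal effect; plate controls were vehicle for no effect and reference inhibitor for full effect; nearly all actives have a fitted effect of over 55% in size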
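Quantitative HTS: incision of a TAMRA/BHQ-2 double-stranded substrate bearing a tetrahydrofuran abasic site by 0.75 nM APE1 raises fluorescence. Substrate 50 nM final, added after 15 min compound preincubation at room temperature; progress as third-minus-first kinetic read difference.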
RXFP1 antag = blocks the human relaxin receptor RXFP1. 350,000 compounds, 0.59% hits. HEK293-RXFP1, relaxin-stimulated cAMP HTRF, 30 min; active compounds read low. activity change, negative = inhibition, % at 57.5 µM. Q9HBX9;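 active = activity change of -60% or lower, but not beyond a set lower limit; inconclusive = change between -60% and -40%, or beyond the set limit; inactive = change above -40%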
Pol kappa inh = DNA polymerase kappa (human) inhibition; Potency, µM (doses to about 107 µM), for the others: top-dose activity, negative = inhibition, most hits filed as inhibitors; Q9UBT6; AID 588579; 400,000 compounds, 0.53% hits; purified Pol kappa, fluorescent DNA synthesis assay, 10 min; note: potency is the fitted concentration of half-maximal effect
Target sequence (Q9UBT6 whole entry, looked up): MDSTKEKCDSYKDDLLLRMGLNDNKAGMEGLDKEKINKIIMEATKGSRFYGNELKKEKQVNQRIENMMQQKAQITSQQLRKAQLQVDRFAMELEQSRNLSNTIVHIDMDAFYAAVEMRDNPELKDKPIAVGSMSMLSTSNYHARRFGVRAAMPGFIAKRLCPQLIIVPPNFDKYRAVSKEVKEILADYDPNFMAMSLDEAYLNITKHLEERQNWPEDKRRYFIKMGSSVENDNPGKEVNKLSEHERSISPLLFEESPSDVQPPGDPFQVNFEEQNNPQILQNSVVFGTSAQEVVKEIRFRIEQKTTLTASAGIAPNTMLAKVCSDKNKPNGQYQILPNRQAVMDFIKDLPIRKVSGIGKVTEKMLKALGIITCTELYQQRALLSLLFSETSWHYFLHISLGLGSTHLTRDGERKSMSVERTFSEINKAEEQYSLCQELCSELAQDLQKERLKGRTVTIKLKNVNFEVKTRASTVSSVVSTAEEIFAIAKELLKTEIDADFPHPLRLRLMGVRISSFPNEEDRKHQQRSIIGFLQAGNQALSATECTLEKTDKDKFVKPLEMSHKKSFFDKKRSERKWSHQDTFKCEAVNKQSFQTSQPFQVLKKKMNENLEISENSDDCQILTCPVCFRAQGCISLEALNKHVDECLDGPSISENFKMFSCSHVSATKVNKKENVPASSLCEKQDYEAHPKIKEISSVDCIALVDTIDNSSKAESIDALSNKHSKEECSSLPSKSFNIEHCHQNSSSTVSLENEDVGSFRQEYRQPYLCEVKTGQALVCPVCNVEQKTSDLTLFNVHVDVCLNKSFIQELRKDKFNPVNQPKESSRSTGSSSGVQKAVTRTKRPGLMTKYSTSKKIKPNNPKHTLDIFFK
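Here, compound and 10 nM enzyme are combined for 15 min at room temperature; adding 50 nM substrate (final) starts DNA synthesis, tracked by fluorescence at 0 and 10 min against buffer-only wells.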
Starred values were filed as active, the others as inactive; & = joins results of further samples; [ ] = another dose, or the depositor's remark. Unless noted, calls come from the whole dose curve; as a rule, active = well fitted curve in the direction sought with a large enough effect; inconclusive = small, poorly fitted or top-dose-only effect, or another doubt; inactive = no such curve, though single readings can be large; an effect the other way counts as inactive or inconclusive. Unless noted, % is set by controls: 0 for no effect and ±100 for the full control effect.

Screening CCCN(CCC)C(=O)C(CCC(=O)OCCCN1CCN(CCOC(=O)Cc2c(C)n(C(=O)c3ccc(Cl)cc3)c3ccc(OC)cc23)CC1)NC(=O)c1ccccc1 (centres undefined) returned RXFP1 antag -25.0.
Cc1cc(CCCOc2c(C)cc(-c3noc(C(F)(F)F)n3)cc2C)on1 was read as RXFP1 antag -28.8.
Screening CC/C=C(\C(=O)N[C@H]1C(=O)N2C(C(=O)OCOC(=O)C(C)(C)C)=C(COC(N)=O)CS[C@H]12)c1csc(N)n1 returned RXFP1 antag -5.6.
COc1cc2nc(Cl)nc(N)c2cc1OC was read as RXFP1 antag 3.7.
O=C(O)CSCC(=O)NC1CCSC1=O (centres undefined) was read as RXFP1 antag -7.1.
O=S(=O)(O)OCC1OC(OC2(COS(=O)(=O)O)OC(COS(=O)(=O)O)C(OS(=O)(=O)O)C2OS(=O)(=O)O)C(OS(=O)(=O)O)C(OS(=O)(=O)O)C1OS(=O)(=O)O (centres undefined) was read as RXFP1 antag 19.1.
Screening NC(=O)Cc1cccc(C(=O)c2ccccc2)c1N returned RXFP1 antag 5.4.
COc1cc(/C=C/C(=O)O[C@H]2CC[C@]34C[C@]35CC[C@]3(C)[C@@H]([C@H](C)CCC=C(C)C)CC[C@@]3(C)C5CCC4C2(C)C)ccc1O (some centres undefined) was read as RXFP1 antag 9.5.
For Cc1cc(O)c2c(O)c3c(O)cccc3cc2c1 the results were RXFP1 antag -32.9.
For CN1C(=O)c2ccccc2C1=O the results were RXFP1 antag 19.4.
For CC(=O)/C=C/C=C1/C2CCC(C2)C1(C)C (centres undefined) the results were RXFP1 antag -19.9.
For CCOC(=O)NNc1ccc(N(CC)CC(C)O)nn1 (centres undefined) the results were RXFP1 antag 9.7.

The final 7 entries of the section above are carried over, then new ones follow:
O=S(=O)(O)OCC1OC(OC2(COS(=O)(=O)O)OC(COS(=O)(=O)O)C(OS(=O)(=O)O)C2OS(=O)(=O)O)C(OS(=O)(=O)O)C(OS(=O)(=O)O)C1OS(=O)(=O)O (centres undefined) was read as RXFP1 antag 19.1.
Screening NC(=O)Cc1cccc(C(=O)c2ccccc2)c1N returned RXFP1 antag 5.4.
COc1cc(/C=C/C(=O)O[C@H]2CC[C@]34C[C@]35CC[C@]3(C)[C@@H]([C@H](C)CCC=C(C)C)CC[C@@]3(C)C5CCC4C2(C)C)ccc1O (some centres undefined) was read as RXFP1 antag 9.5.
For Cc1cc(O)c2c(O)c3c(O)cccc3cc2c1 the results were RXFP1 antag -32.9.
For CN1C(=O)c2ccccc2C1=O the results were RXFP1 antag 19.4.
For CC(=O)/C=C/C=C1/C2CCC(C2)C1(C)C (centres undefined) the results were RXFP1 antag -19.9.
For CCOC(=O)NNc1ccc(N(CC)CC(C)O)nn1 (centres undefined) the results were RXFP1 antag 9.7.
Screening C=C1C(=C/C=C2\CCC[C@]3(C)[C@@H]([C@H](C)/C=C/[C@@H](O)C4CC4)CC[C@@H]23)C[C@@H](O)C[C@@H]1O returned RXFP1 antag -72.3*.
Screening COc1ccccc1N1CCN(CC(O)COc2cc(OC)c(OC)c(OC)c2)CC1 (centres undefined) returned RXFP1 antag 7.7.
`O=C(Nc1cccc2c(=O)cc(-c3nn[nH]n3)oc12)c1ccc(OCCCCc2ccccc2)cc1` gave RXFP1 antag -29.0.
C/C(=C(/OCCOc1ccc(Cl)cc1)c1ccc(Cl)cc1Cl)n1ccnc1 was read as RXFP1 antag inconclusive.
`CC/C=C(/C(=O)N[C@@H]1C(=O)N2C(C(=O)OCOC(=O)C(C)(C)C)=C(COC(N)=O)CS[C@H]12)c1csc(N)n1` gave RXFP1 antag -14.0.
N#C[C@H]1C[C@H]2C[C@@H]2N1C(=O)[C@@H](N)C12CC3CC(CC(O)(C3)C1)C2 was read as RXFP1 antag 10.3.
`CCN(CC)CC(=O)Oc1ccc(NC(C)=O)cc1` gave RXFP1 antag 9.7.
`CCCCCOC(=O)Nc1nc(=O)n([C@@H]2O[C@H](C)[C@@H](O)[C@H]2O)cc1F` gave RXFP1 antag 3.3.
Nc1nc(Cl)nc2c1ncn2[C@@H]1O[C@H](CO)[C@@H](O)[C@@H]1F was read as RXFP1 antag 9.0.
For CCOC(=O)C(=O)c1csc(NC=O)n1 the results were RXFP1 antag 9.6.
For CCCCS(=O)(=O)N[C@@H](Cc1ccc(OCCCCC2CCNCC2)cc1)C(=O)O the results were RXFP1 antag -14.2.
`CC(=O)CC/C=C(\C)CC/C=C(/C)CC/C=C(\C)CCC=C(C)C` gave RXFP1 antag -11.4.
Screening CCCC(CCC)(C(=O)OCC)C(=O)OCC returned RXFP1 antag -12.2.
Screening O=C(O)c1ccccc1Nc1cc(Cl)ccc1C(=O)O returned RXFP1 antag -12.4.
Screening OC[C@H]1O[C@@H](OCCc2ccc(O)cc2)[C@H](O)[C@@H](O)[C@H]1O returned RXFP1 antag -5.8.
CO[C@@]1(NC(=O)CSC(F)F)C(=O)N2C(C(=O)O)=C(CSc3nnnn3CCO)CO[C@@H]21 was read as RXFP1 antag 16.3.
`CC(=O)O[C@H]1CC[C@@]2(C)C(=CC[C@@H]3[C@@H]2CC[C@]2(C)C(C(C)=O)=CC[C@@H]32)C1` gave RXFP1 antag -10.3.
Screening CCOC(=O)c1ccc(O)c(O)c1 returned RXFP1 antag 11.6.
Cc1nc(-c2ccc(OCC(C)C)c(C#N)c2)sc1C(=O)O was read as RXFP1 antag -38.3.
C=C(C)C(=O)OCC(O)CO (centres undefined) was read as RXFP1 antag 10.3.
CCCOc1ccc2c(c1)CC[C@@H]1[C@@H]2CC[C@]2(C)C(OC)CC[C@@H]12 (some centres undefined) was read as RXFP1 antag -10.3.
For Nc1ccc([N+](=O)[O-])c(C(F)(F)F)c1 the results were RXFP1 antag 15.9.
For CN1Cc2cc(C(=O)N3CCC(C4CCNCC4)CC3)ccc2NC(CC(=O)O)C1=O (centres undefined) the results were RXFP1 antag -3.7.
Screening C[C@H]1C[C@H]2[C@@H]3CCC4=CC(=O)C=C[C@]4(C)[C@H]3C(=O)C[C@]2(C)[C@@]1(O)C(=O)CO returned RXFP1 antag 28.8.
`CN1N=C(C(N)=O)CCC1=O` gave RXFP1 antag -2.8.
CC(=O)N(CC(=O)N(C)C)c1ccccc1 was read as RXFP1 antag 12.9.
Screening CN(C)c1cc(NC(=O)CNC(C)(C)C)c(O)c2c1C[C@@H]1C[C@H]3[C@H](N(C)C)C(=O)C(C(N)=O)=C(O)[C@@]3(O)C(=O)C1=C2O returned RXFP1 antag 8.4.
For COC[C@@H](c1ccc(C(F)(F)F)cc1)N1CCN(C2(C)CCN(C(=O)c3c(C)ncnc3C)CC2)C[C@H]1C the results were RXFP1 antag -6.1.
CO[C@@H]1[C@@H](OC)[C@H](C)[C@@](O)(CC(=O)O)O[C@H]1[C@H](C)[C@H]1O[C@@]2(CC[C@@](C)([C@H]3CC[C@@](C)([C@@H]4O[C@@H]([C@H]5O[C@](C)(O)[C@H](C)C[C@@H]5C)C[C@@H]4OC4C[C@H](OC)[C@@H](OC)[C@H](C)O4)O3)O2)C[C@H](O)[C@H]1C (some centres undefined) was read as RXFP1 antag -66.3*.
CC(C(=O)O)c1ccc(/C=C2\CCCCC2=O)cc1 (centres undefined) was read as RXFP1 antag -25.7.
COc1ccnc2c1CCCCC2S(=O)c1nc2ccccc2[nH]1 (centres undefined) was read as RXFP1 antag -13.2.
`O=C1NCCN1CCN1CCC(c2cn(-c3ccc(F)cc3)c3ccc(Cl)cc23)CC1` gave RXFP1 antag inconclusive.
O=C(C1CCCCC1)N1CC(=O)N2CCCc3ccccc3C2C1 (centres undefined) was read as RXFP1 antag -18.3.
`C#CC(C)(CC)OC(=O)c1ccccc1C(=O)O` (centres undefined) gave RXFP1 antag 8.1.
O=C(Oc1ccccc1)c1cccc(C(=O)Oc2ccccc2)c1 was read as RXFP1 antag inconclusive.
Screening CC(C)=CCC/C(C)=C/CC/C(C)=C/C(=O)OCC(=O)[C@@]1(O)CC[C@H]2[C@@H]3CCC4=CC(=O)C=C[C@]4(C)[C@H]3[C@@H](O)C[C@@]21C returned RXFP1 antag -19.6.
Screening CC[N+]1(CC)CCC(=C(c2ccccc2)c2ccccc2)C1C (centres undefined) returned RXFP1 antag -6.3.
For CCOc1ccccc1OCC1CNCCO1 (centres undefined) the results were RXFP1 antag -3.7.
Screening C[C@@H]1C[C@H]2[C@@H]3CCC4=CC(=O)C=C[C@]4(C)[C@@]3(F)[C@@H](O)C[C@]2(C)[C@@]1(O)C(=O)COC(=O)c1ccncc1 returned RXFP1 antag -11.1.
Screening COCCc1ccc(OCC2CO2)cc1 (centres undefined) returned RXFP1 antag 5.3.
For CC(CN1CCOCC1)C(Cc1ccccc1)(Cc1ccccc1)C(=O)N1CCCC1 (centres undefined) the results were RXFP1 antag 7.7.
For O=C(c1ccco1)N1CCNCC1 the results were RXFP1 antag 15.7.
Screening Cc1cc2nc3c(=O)[nH]c(=O)nc-3n(C[C@H](O)[C@H](O)[C@H](O)CO)c2cc1C returned APE1 inh -3.7%&8.2% and RXFP1 antag -7.7.
`Oc1ccccc1` gave APE1 inh 2.1% and RXFP1 antag 3.2.
`C#CC1(O)CC[C@H]2[C@@H]3CCC4=CCCC[C@@H]4[C@H]3CC[C@@]21C` (some centres undefined) gave APE1 inh 9.3%[21 µM] and RXFP1 antag 7.0.
For Nc1nc2ccc([N+](=O)[O-])cc2s1 the results were APE1 inh 1.3% and RXFP1 antag -18.2.
C[C@H]1O[C@@H](O[C@H]2CC[C@@]3(C)[C@H](CC[C@@H]4[C@@H]3C[C@@H](O)[C@]3(C)[C@@H](C5=CC(=O)OC5)CC[C@]43O)C2)C[C@H](O)[C@@H]1O[C@H]1C[C@H](O)[C@H](O[C@H]2C[C@H](O)[C@H](O[C@@H]3O[C@H](CO)[C@@H](O)[C@H](O)[C@H]3O)[C@@H](C)O2)[C@@H](C)O1 was read as APE1 inh -8.2% and RXFP1 antag -32.6.
`C/C(=C(\CCOP(=O)(O)O)SC(=O)c1ccccc1)N(C=O)Cc1cnc(C)nc1N` gave APE1 inh 11.7%[21 µM] and RXFP1 antag -18.9.
`C[N+](C)(C)CC(O)CC(=O)[O-]` (centres undefined) gave APE1 inh -1.5% and RXFP1 antag 9.3.
`OC[C@@H](O)[C@H](O)[C@H](O)[C@@H](O)CO` gave APE1 inh 11.2% and RXFP1 antag -20.2&-5.7.
`O=C(NCC(O)CO)c1c(I)c(C(=O)NCC(O)CO)c(I)c(N(CCO)C(=O)CO)c1I` (centres undefined) gave APE1 inh 2.0%[21 µM] and RXFP1 antag 4.2.
For C/C=C1\[C@H]2C=C(C)C[C@]1(N)c1ccc(=O)[nH]c1C2 the results were APE1 inh 1.7% and RXFP1 antag -11.2.
Screening CN1C(=O)CC[C@H]1c1cccnc1 returned APE1 inh 1.8%, RXFP1 antag 6.5 and Pol kappa inh 3.8%[60.1 µM].
For C#CCN[C@@H]1CCc2ccccc21 the results were BLM inh -6.8%, RXFP1 antag 4.6 and Pol kappa inh 1.5%[19.4 µM].
Screening FC1(F)C(F)(F)C(F)(F)C2(F)C(F)(F)C(F)(F)C(F)(F)C(F)(F)C2(F)C1(F)F (centres undefined) returned BLM inh 2.0%, RXFP1 antag 14.3 and Pol kappa inh -9.9%[19.4 µM].
`CC(C)(C)C(=O)C(Oc1ccc(Cl)cc1)n1ccnc1` (centres undefined) gave BLM inh 6.4%, RXFP1 antag -24.4 and Pol kappa inh -7.6%[60.1 µM].
`O=C(O)C[CH2][Ge](=[O])[O][Ge](=[O])[CH2]CC(=O)O` gave BLM inh 3.6%, RXFP1 antag 1.3 and Pol kappa inh -0.4%[60.1 µM].
CN1C[C@@H]2C[C@H]1CN2c1cc2c(cc1F)c(=O)c(C(=O)O)cn2C1CC1 was read as BLM inh 49.5%[activator], RXFP1 antag 5.3 and Pol kappa inh 5.3%[60.1 µM].
`Cc1ncc(CO)c(CN)c1O` gave BLM inh -13.3%, RXFP1 antag 8.2 and Pol kappa inh -9.7%[60.1 µM].
Screening CCN(CC)C(=O)/C(C#N)=C/c1cc(O)c(O)c([N+](=O)[O-])c1 returned BLM inh -10.2%, RXFP1 antag inconclusive and Pol kappa inh 6.7µM*.
Screening CCN(CC)CCNC(=O)COc1ccc(Cl)cc1 returned BLM inh -7.3%, RXFP1 antag -4.8 and Pol kappa inh 7.3%[19.4 µM].

High-throughput results (PubChem)

This is a subset; the hit share may differ from the screen's.
